From PubChem
ADAM17 inh – inhibits human ADAM17 | recombinant ADAM17, EDANS/DABCYL FRET peptide cleavage | inhibition, % at 6.95 µM | 0.83% of 370,000 active | AID 720648;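 active means inhibition above the mean of compounds lying between control limits plus 3 SD, set per campaign, cut at about 8.5% in these data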;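 further: 0% = DMSO-only wells as the low control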
PG9 Ab binder – PG9 antibody binding by small molecule | inhibition, % at 6.7 µM | TR-FRET gp120-PG9 antibody binding | 0.43% of 360,000 active; in the data active means inhibition above about 8.5%
NPR1 activator – GC-A (human) enzyme activation; P16066; HEK293 GC-A cells, cGMP TR-FRET, EC30 ANP; 0% at EC30 ANP, 100% saturating ANP; activation, % at 10 µM; 0.14% of 370,000 active; AID 1671463; in the data active means activation above about 40%
Target sequence (P16066 whole entry, looked up): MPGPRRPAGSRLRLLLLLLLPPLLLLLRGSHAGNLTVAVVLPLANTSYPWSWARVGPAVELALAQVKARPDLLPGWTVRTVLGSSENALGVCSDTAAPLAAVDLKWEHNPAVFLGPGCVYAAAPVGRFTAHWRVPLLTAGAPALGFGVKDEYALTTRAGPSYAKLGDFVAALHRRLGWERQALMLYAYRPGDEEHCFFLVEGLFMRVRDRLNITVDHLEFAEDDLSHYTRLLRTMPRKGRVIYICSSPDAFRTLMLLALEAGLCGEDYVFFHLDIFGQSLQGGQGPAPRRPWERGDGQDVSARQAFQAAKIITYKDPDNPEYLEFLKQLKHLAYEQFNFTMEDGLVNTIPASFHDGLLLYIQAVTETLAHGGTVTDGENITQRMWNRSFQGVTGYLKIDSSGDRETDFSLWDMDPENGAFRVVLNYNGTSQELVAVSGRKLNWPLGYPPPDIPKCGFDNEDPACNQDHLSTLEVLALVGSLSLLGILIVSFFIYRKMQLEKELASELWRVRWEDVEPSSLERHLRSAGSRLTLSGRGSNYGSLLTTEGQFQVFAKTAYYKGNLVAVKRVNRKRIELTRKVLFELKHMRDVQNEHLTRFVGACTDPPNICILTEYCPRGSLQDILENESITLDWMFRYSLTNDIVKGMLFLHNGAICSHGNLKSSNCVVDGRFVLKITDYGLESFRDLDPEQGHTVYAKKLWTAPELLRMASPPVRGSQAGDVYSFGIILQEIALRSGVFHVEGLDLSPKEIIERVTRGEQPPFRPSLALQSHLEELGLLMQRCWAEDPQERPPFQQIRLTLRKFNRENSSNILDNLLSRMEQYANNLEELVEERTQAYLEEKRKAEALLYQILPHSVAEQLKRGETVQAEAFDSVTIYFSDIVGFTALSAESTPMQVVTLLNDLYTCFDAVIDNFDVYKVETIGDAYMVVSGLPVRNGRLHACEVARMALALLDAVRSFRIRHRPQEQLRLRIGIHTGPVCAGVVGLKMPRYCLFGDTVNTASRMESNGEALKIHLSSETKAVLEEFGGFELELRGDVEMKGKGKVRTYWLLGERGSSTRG
SMARCA2 act – activators of SMARCA2 function. AID 652017. MG213 cells, MMTV-luciferase reporter, dexamethasone, overnight. activation, % at 9.1 µM. 1% of 370,000 active; in the data active means activation above about 7.8%;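 further: 0% = vehicle wells and 100% = reference activator wells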
ssDAF-12 act – S. stercoralis DAF-12 activation, primary screen. HEK293 ssDAF-12/GRIP1 lit1-tk-luc reporter, luminescence; % of 3 µM dafachronic acid response. activation, % at 6.8 µM. 1% of 370,000 active. AID 652126;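 active means activation above the mean over all tested compounds plus 3 SD, cut at about 0.9% in these data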;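 further: 0% = DMSO-only wells and 100% = 3 µM delta7-dafachronic acid wells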
DAX1 inh-1 – DAX1 (NR0B1) inhibition, primary screen; AID 652010; HEK293T StAR-luciferase reporter, SF-1/DAX-1 repression relief; 1.1% of 370,000 active; inhibition, % at 6.8 µM;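 active means inhibition above the mean over all tested compounds plus 3 SD, cut at about 3.6% in these data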;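 further: 0% = DAX-1 cells with DMSO and 100% = cells lacking DAX-1 with DMSO; higher inhibition means more luminescence from relief of DAX-1 repression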
DAX1 inh-2 – inhibitors of human orphan nuclear receptor DAX1 (NR0B1); 0.99% of 340,000 active; AID 504766; inhibition, % at 6.75 µM; HEK293 Gal4-DAX1 luciferase reporter, luminescence;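 active means inhibition above the mean over all tested compounds plus 3 SD, cut at about 4.2% in these data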;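 further: 0% = DAX1-transfected cells with DMSO and 100% = empty-vector control cells with DMSO; inhibition shows as a rise in luminescence from relieved DAX1 repression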
hgDAF12 agonist – activates the H. glycines DAF-12 receptor ligand-binding domain; activation, % at 6.8 µM; HEK293 GAL4-hgDAF12 UAS-luciferase reporter, agonist luminescence; normalized to butyrate control; 1.8% of 370,000 active; AID 687014;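 active means activation above a cutoff set at the mean of all screened compounds plus 3 SD, cut at about 10% in these data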;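 further: 0% = DMSO wells and 100% = sodium butyrate wells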
hcDAF-12 act – activators of H. contortus DAF-12 nuclear receptor | HEK293 hcDAF-12 lit1-tk-luc reporter, luminescence; 0% DMSO, 100% Δ7-dafachronic acid | 1.4% of 370,000 active | activation, % at 6.8 µM | AID 652067;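 active means activation above the mean of all tested compounds plus 3 SD, cut at about 5.5% in these data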;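 further: 100% = response to 3 µM Δ7-dafachronic acid high control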
ADAM10 inh – inhibitors of human ADAM10 | AID 720582 | 0.62% of 370,000 active | inhibition, % at 7 µM | O14672 | recombinant ADAM10, EDANS/DABCYL FRET peptide cleavage, 3 h;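 active means inhibition above a per-campaign cutoff equal to the mean of compounds falling between control-based bounds plus 3 SD, cut at about 20% in these data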;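 further: 0% = DMSO wells while the 100% control is not disclosed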
FXN GAA850 act – increases GAA850 frataxin promoter reporter activity. HEK293 lucGAA850 FXN promoter luciferase reporter, 24 h; percent of 10 µM SAHA response. activation, % at 6 µM. 0.56% of 360,000 active. AID 540364;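 active means activation above the average of all compounds screened plus 3 SD, cutoff fixed separately per campaign, cut at about 7.5% in these data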;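 further: 0% = DMSO wells and 100% = 10 µM SAHA wells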
* hit, by the source's call; i = inactive; nt = not tested or not shown. Random draw from the library, and some 6.8% of all compounds hit somewhere here.

Compound,NPR1 activator,DAX1 inh-1,SMARCA2 act,FXN GAA850 act,ssDAF-12 act,hgDAF12 agonist,DAX1 inh-2,hcDAF-12 act,PG9 Ab binder,ADAM10 inh,ADAM17 inh
CC1CC1C(=O)OCC(=O)Nc1ccccc1Oc1ccccc1 (stereo not given),0,-0.4,-1,2.1,-1.1,-4.3,-0.8,-0.8,0.2,-1,-3
CCOc1ccc(N2C(=O)CC(N)C2=O)cc1 (stereo not given),-1,-0.1,0,-1.1,-1.2,-1.5,2.2,-1.3,-0.4,-6,-1
Cc1cc(C)cc(N(C(=O)c2ccccn2)C(C(=O)NC2CCCCC2)c2cccs2)c1 (stereo not given),-32,-0.5,-2,-9.7,-1.5,3.2,-0.9,-2.1,-1.9,6,4
COC(=O)[C@@H](NC(=O)NC(C)CCc1ccccc1)C(C)C (stereo not given in full),-11,-0.3,0,0.9,-1.6,-2.3,-0.5,-1.6,0.8,4,-2
CCN(CC(=O)N1CCN(C)CC1)S(=O)(=O)c1ccc(Cl)cc1,1,0.4,2,0.5,-1.0,-1.3,2.2,-1.5,-0.4,3,1
CC(C)(C)c1ccc(NC(=O)CSc2nnc(-c3n[nH]c4ccccc34)o2)cc1,-5,-0.3,1,6.1,-1.3,4.0,-0.2,-1.8,-0.7,12,7
CC(=O)NNC(=S)NC(=O)C(c1ccccc1)c1ccccc1,1,-1.4,-4,-1.5,-1.3,-1.9,1.1,-1.1,0.8,2,1
Cc1ccc(N2NC(=O)/C(=C/c3ccc(-c4ccc(Cl)c(C(=O)O)c4)o3)C2=O)cc1,-2,0.6,-1,1.8,-0.6,1.3,2.3,2.1,-3.0,-11,-3
Cc1ccc(-c2cc(C(F)F)n3ncc(C(=O)N4CCCCC4c4cccnc4)c3n2)cc1 (stereo not given),-16,0.2,-5,-1.2,0.9,-1.2,4.5*,5.7*,2.6,-14,-7
C[C@@H]1NC(=O)[C@H](CC(N)=O)NC(=O)c2cc([N+](=O)[O-])cc(I)c2OCC[C@@H](C(=O)NC(CC(=O)O)C(N)=O)NC1=O (stereo not given in full),3,0.2,2,nt,-0.7,1.8,nt,-0.8,1.4,2,-6
CCCc1[nH]nc2c1C(c1ccc(OCCN3CCOCC3)c(OCC)c1)C(C#N)=C(N)O2 (stereo not given),4,-0.7,2,-0.7,-1.2,-1.9,-1.1,-1.1,-1.1,3,-1
COc1ccc(CCC(C)Nc2ccc(F)cc2)cc1 (stereo not given),1,-0.7,-1,-1.0,-1.7,-1.2,-0.1,-1.9,2.5,4,1
CN(C)c1ccc(C(=O)/C=C/c2ccc(Br)cc2)cc1,-7,0.8,5,1.7,-2.0,4.2,3.9,2.6,-2.6,3,0
CCOc1cccc(CN2CCC(Oc3ccc(C(=O)N4CCCC4)cc3)CC2)c1,0,-0.9,2,-0.3,-1.5,-1.9,0.4,-1.4,-3.0,2,-4
COc1ccc(NC(=S)NCc2ccccc2)c(OC)c1,0,-0.5,1,-0.1,-0.9,-1.4,1.2,-1.3,-0.6,-2,-3
Fc1ccc(-c2nnc(CSc3nnc(-c4ccc5c(c4)OCO5)o3)o2)cc1,-3,-0.8,-3,3.4,-1.2,3.9,1.4,-1.1,-0.6,-11,-5
CCn1c(COc2ccccc2)nnc1SCC(=O)C(C)(C)C,1,0.3,-2,2.2,-1.0,-1.3,1.6,-1.7,1.3,16,1
COc1cc(NC(=O)C(=O)NNC(=O)C2CCCCC2)c(OC)cc1Cl,-6,-0.8,-1,-0.5,-1.8,-1.5,-0.3,-0.1,0.1,6,4
COc1ccccc1OCC(=O)NN1Cc2ccccc2C1=N,-1,0.1,1,-0.5,-0.6,-1.3,-0.2,1.9,0.1,-5,-3
COC(=O)c1cc(S(=O)(=O)N2CCN(C(=O)c3ccco3)CC2)cn1C,-1,-0.8,0,-0.2,-1.0,-1.8,0.2,-1.4,-1.7,4,-2
COc1ccc(CNC(=O)c2cc3cccc(O)c3oc2=N)cc1,0,1.3,-1,1.2,-0.7,2.5,0.3,-0.8,-1.3,-2,0
CN(C)C(=O)N1CCN(C(=O)[C@H](CCc2ccccc2)NC(=O)[C@H]2O[C@@H](n3cnc4c(N)ncnc43)[C@H](O)[C@@H]2O)CC1,0,0.3,-2,nt,-1.0,-1.0,nt,1.4,0.2,-8,-4
COCCNC(=S)N1CCCN(c2nc3cc(C)ccc3cc2C#N)CC1,-5,-1.2,-2,1.9,-2.2,-2.3,-1.9,-4.1,0.0,-119,-52
CCn1ccc(C(=O)Nc2ccccc2Cl)n1,3,4.3*,7,5.5,-1.1,14*,1.0,2.7,-2.0,-5,0
c1ccc(NC(c2ccccc2)c2ccncc2)cc1 (stereo not given),2,-0.2,-3,0.3,1.4*,0.9,2.2,-0.3,-0.4,-1,-3
CCCCn1c(CCCNC(=O)c2ccco2)nc2ccccc21,-3,-1.4,-3,0.9,-0.8,-3.1,0.5,-1.6,-2.2,3,-2
CCN1CCN(CC(=O)Nc2nc3ccccc3s2)CC1,7,-0.3,0,2.0,-0.4,1.7,4.0,2.4,-1.2,1,2
O=C(O)C1CC(=O)N(c2ccc(OCc3ccccc3Cl)cc2)C1 (stereo not given),-1,0.3,-3,1.6,-1.1,-2.3,-0.2,-0.5,1.7,3,3
CCc1cccc(NC(=O)CN2C(=O)NC3(CCCCCCC3)C2=O)c1,2,-1.2,0,3.0,-2.0,-3.8,-0.6,-1.2,-4.5,8,-1
Cc1cc(C)c(CN2CCC(N3CCC(C(=O)NCC4CCCO4)CC3)CC2)cc1C (stereo not given),1,-2.1,-1,0.1,-0.8,0.2,0.2,-0.7,-0.6,-13,-3
COC(=O)Nc1nc(-c2cc(Cl)ccc2Cl)cs1,-2,-0.8,-1,-0.6,-1.6,6.2,-0.4,-0.8,-2.0,-1,-3
CCCCC[C@@H](C)N1C[C@@H](COCc2ccccc2)Oc2cc(N3CCC[C@H]3CO)ccc2S1(=O)=O,-4,-0.9,-3,nt,0.9*,0.9,nt,0.6,-3.1,18,9.9*
Cc1ccc2c(c1)NC(=O)C(N1CCOCC1)(C(F)(F)F)O2 (stereo not given),-1,-1.1,3,0.8,-1.0,0.6,-1.0,0.5,-0.6,14,-1
COc1ccc(CCNC(=O)CCSc2nc(-c3ccco3)cc(C(F)(F)F)n2)cc1OC,-7,-0.8,1,0.2,-1.5,-1.6,-0.6,-2.6,-0.8,11,3
CCNc1ccccc1C(=O)O,-1,0.1,1,-0.3,-1.6,4.5,1.6,-0.3,-0.3,i,-147
Cc1nn(-c2ccc(Cl)cc2)c2sc(C(=O)c3c(N)n(C)c(=O)n(C)c3=O)cc12,10,0.0,-4,-1.0,0.6,1.7,1.4,4.6,1.0,-9,-5
O=C(CCN1C(=O)C2CC=CCC2C1=O)Nc1cc(C(F)(F)F)ccc1N1CCCC1 (stereo not given),0,-0.2,1,-0.3,-1.7,1.4,-0.8,0.4,-2.4,8,-1
CCOC(=O)C1=CCC(c2ccccc2C(F)(F)F)N(S(=O)(=O)c2ccc(C)cc2)C1 (stereo not given),0,-1.9,-4,nt,-1.5,2.4,nt,-1.2,0.0,-8,-1
CC(C)CN(C(=O)COC(=O)C(C)N1C(=O)c2ccccc2C1=O)c1c(N)n(Cc2ccccc2)c(=O)[nH]c1=O (stereo not given),3,2.9,-3,0.6,-1.1,-1.3,-1.2,2.0,-0.3,7,0
COc1ccc(Cl)cc1NC(=S)NNC(=O)C1(C)CC1(Cl)Cl (stereo not given),2,0.4,0,0.1,-0.8,-1.0,-0.1,-0.2,-1.2,0,1
C=CCO/N=C(\C)c1c(O)c(C)c(-c2ccccc2)n(-c2ccccc2)c1=O,0,-0.5,-4,0.9,-0.8,-1.7,-0.8,-0.4,1.1,-14,-3
O=C(CN1C(=O)C2CC=CCC2C1=O)NCC(=O)Nc1ccc(F)c(F)c1F (stereo not given),0,0.4,1,0.8,-1.9,1.0,-0.6,-1.7,0.8,0,-4
COc1cccc(/C=N/N2CCOCC2)c1O,3,1.9,10*,3.2,-0.4,7.9,0.3,1.3,-1.9,1,-2
C[C@H]1CN([C@@H](C)CO)C(=O)Cc2cc(NS(C)(=O)=O)ccc2O[C@@H]1CN(C)CC1CC1,-2,-0.4,0,-1.4,-0.8,-1.2,-0.1,-2.0,0.2,6,-7
O=C(CN1C2=NCCN2c2ccccc21)c1ccc2c(c1)OCO2,-2,0.7,0,-1.1,-1.1,2.9,-0.8,0.1,-1.9,-2,-2
Nc1nc(=S)c2ncn(C3OC(CO)C(O)C3O)c2[nH]1 (stereo not given),13,0.0,-2,0.2,-1.0,1.5,-0.1,-0.6,0.1,-20,-5
Cc1ccc(NC(=O)COC(=O)C(CC(C)C)N2C(=O)C3CC=CCC3C2=O)c(C)c1 (stereo not given),4,0.5,-2,1.2,-1.4,-0.6,-0.5,-0.3,0.4,2,2
CS(=O)(=O)Nc1ccccc1C(=O)NCC1(N2CCCCC2)CCCCC1,2,0.0,2,2.1,-0.9,1.6,-0.4,0.4,-1.4,-263,-97
O=C(COc1ncnc2sccc12)NC1CCCc2ccccc21 (stereo not given),-2,-0.6,-4,3.0,-1.1,0.4,-0.8,-1.1,-3.1,-12,-2
Cc1c(NC(=O)CN2C(=O)NC(C)(c3ccc(OC(F)F)cc3)C2=O)c(=O)n(-c2ccccc2)n1C (stereo not given),-1,2.1,-4,1.0,-0.6,-0.1,-0.9,-0.6,0.4,-7,-4
CC(=O)Nc1cc(-c2cccc(C(=O)N(C)C)c2)cn2c(-c3ccc(F)c(Cl)c3)cnc12,2,-1.1,-2,0.4,-1.2,4.3,nt,-1.9,-1.3,-20,-6
O=C(Nc1ccccc1F)NC1CC1,3,0.3,-2,1.0,-1.2,0.9,2.9,0.5,-0.9,2,1
O=C(CCCCCCCC(=O)c1ccccc1)c1ccccc1,7,-1.0,-1,2.9,-0.9,2.9,-0.5,0.8,1.3,5,2
COc1ccc(C)cc1NC(=O)c1ccoc1C,-1,-0.2,0,0.6,-1.6,1.8,-1.4,-1.9,0.3,8,-1
CC(C)Oc1cccc(-c2n[nH]c(=S)n2N=Cc2ccc(O)cc2O)c1,2,0.4,0,nt,-1.8,-2.8,nt,-0.5,nt,-6,-1
O=C(CCNS(=O)(=O)c1ccc(Br)s1)NCc1ccc(F)cc1,-2,0.2,-6,0.7,-1.8,-1.2,0.1,-0.8,-1.1,3,-4

Three entries already listed, sorted by molecular weight, descending.
Compound,NPR1 activator,DAX1 inh-1,SMARCA2 act,FXN GAA850 act,ssDAF-12 act,hgDAF12 agonist,DAX1 inh-2,hcDAF-12 act,PG9 Ab binder,ADAM10 inh,ADAM17 inh
CC(=O)Nc1cc(-c2cccc(C(=O)N(C)C)c2)cn2c(-c3ccc(F)c(Cl)c3)cnc12,2,-1.1,-2,0.4,-1.2,4.3,nt,-1.9,-1.3,-20,-6
COc1ccc(C)cc1NC(=O)c1ccoc1C,-1,-0.2,0,0.6,-1.6,1.8,-1.4,-1.9,0.3,8,-1
O=C(Nc1ccccc1F)NC1CC1,3,0.3,-2,1.0,-1.2,0.9,2.9,0.5,-0.9,2,1
